Screens from PubChem BioAssay.
DSG3 Ab inh: inhibitors of pemphigus antibody binding to human desmoglein-3. P32926. DSG3-coupled beads, scFv-anti-DSG3-GFP binding, flow cytometry; active compounds read low. binding (percent of control), % at 10 µM. 0.48% of 310,000 active. AID 588358;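 active = binding more than 3 SD below its plate's average and above zero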;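 note: hits lower antibody fragment binding to DSG3; some compounds called inactive have numbers as strong as hits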
Target sequence (P32926 whole entry, looked up, the tested form may be a part): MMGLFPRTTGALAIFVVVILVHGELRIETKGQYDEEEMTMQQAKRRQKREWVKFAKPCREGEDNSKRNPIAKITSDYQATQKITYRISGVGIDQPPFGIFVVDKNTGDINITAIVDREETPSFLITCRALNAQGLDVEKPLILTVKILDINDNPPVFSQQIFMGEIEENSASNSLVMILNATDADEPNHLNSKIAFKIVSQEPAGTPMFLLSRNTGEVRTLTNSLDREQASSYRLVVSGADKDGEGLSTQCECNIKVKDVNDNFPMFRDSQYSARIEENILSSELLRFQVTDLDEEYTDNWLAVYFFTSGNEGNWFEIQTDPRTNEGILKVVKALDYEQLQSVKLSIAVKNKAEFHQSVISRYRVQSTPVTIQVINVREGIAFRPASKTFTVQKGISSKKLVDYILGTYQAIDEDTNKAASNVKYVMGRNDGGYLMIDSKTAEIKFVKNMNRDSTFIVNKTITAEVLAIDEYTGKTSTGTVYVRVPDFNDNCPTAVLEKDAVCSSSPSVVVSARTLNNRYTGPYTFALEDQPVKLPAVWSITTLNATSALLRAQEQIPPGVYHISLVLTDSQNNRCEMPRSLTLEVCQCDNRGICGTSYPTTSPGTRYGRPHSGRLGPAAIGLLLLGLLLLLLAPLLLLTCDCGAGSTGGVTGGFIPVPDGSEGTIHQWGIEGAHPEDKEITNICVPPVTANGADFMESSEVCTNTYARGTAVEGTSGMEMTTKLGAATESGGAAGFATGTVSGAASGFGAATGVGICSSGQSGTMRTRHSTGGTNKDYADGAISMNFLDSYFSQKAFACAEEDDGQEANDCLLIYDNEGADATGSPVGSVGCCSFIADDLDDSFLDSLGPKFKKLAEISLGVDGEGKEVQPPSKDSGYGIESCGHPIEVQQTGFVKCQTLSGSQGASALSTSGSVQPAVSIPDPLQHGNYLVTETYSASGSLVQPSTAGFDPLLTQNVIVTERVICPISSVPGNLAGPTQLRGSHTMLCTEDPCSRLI
phage Ecoli inh: E. coli growth loss with phage present. growth absorbance. inhibition, % at 11.9 µM. 0.26% of 360,000 active. AID 651602; in the data active = inhibition above about 11%
PfHsp90 set2: inhibits growth of yeast expressing Plasmodium falciparum Hsp90; S. cerevisiae expressing PfHsp90, BacTiter-Glo ATP, 48 h; yeast lacking PDR1 and PDR3 efflux regulators; inhibition, % at 9.4 µM; 0.32% of 310,000 active;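 active = every replicate shows inhibition above about 80%, whatever the replicate mean, limit read from the data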;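 note: 0% = DMSO neutral controls and 100% = 20 µM radicicol positive controls; yeast relying on Plasmodium falciparum Hsp90 in place of its own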
SUMO Mot1 rescue: SUMOylation pathway inhibition by Mot1-301 growth rescue; S. cerevisiae Mot1-301 growth rescue, ATP luminescence, 38.5C; percent above DMSO median, 100 means doubled; AID 2716; growth rescue, % at 18.8 µM; 1% of 320,000 active;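 active = every valid replicate shows activation above 250% relative to neutral control wells; inactive = the rest, any valid replicate at or below 250%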;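 note: OY570 slx delta 5 strain wells were the positive control but not used for scaling; some compounds called inactive have numbers as strong as hits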
E coli growth: bacterial growth inhibition, counter-screen for AddAB inhibitors. E. coli V3065 growth, OD600 absorbance, 18 h. inhibition, % at 11.9 µM. 0.27% of 330,000 active;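 active = inhibition above the campaign's mean inhibition across all tested compounds plus 3 SD, cut at about 9.9% in these data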;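 note: uninfected addAB+ strain grown without phage in ampicillin broth; 0% = DMSO wells and 100% = ciprofloxacin 0.95 µg/ml wells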
Arrestin-AP2 inh: inhibitors of human beta-arrestin and AP2 interaction. FITC-arrestin peptide / GST-AP2 beads, flow cytometry; AP2 beta2 appendage carries R879A mutation. inhibition, % at 10 µM. 0.31% of 340,000 active;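 active = inhibition above a set limit, near 3 SD of compounds lacking own fluorescence, cut at about 54% in these data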;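 note: plate controls were DMSO wells for no effect and 5 µM unlabelled arrestin peptide for full effect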
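Material – GST-tagged AP2 beta2-adaptin appendage (R879A) on 4 µm glutathione beads · Probe or stimulus – fluorescein-tagged arrestin peptide at 50 nM final · Timing – 12 min plus 1 h, RT · Detection – bead flow cytometry, FITC channel · Read-out basis – inhibition as reduced fluorescein signal on beads, percent · Medium – PBS plus Tween 20 (0.05%) and BSA (0.1%)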
AddAB inh: less growth of phage-infected E. coli with AddAB. E. coli expressing H. pylori AddAB, absorbance growth. inhibition, % at 11.9 µM. 0.29% of 330,000 active. AID 435030; in the data active = inhibition above about 12%;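 note: 0% = vehicle wells of infected cells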
MOR-DOR ag: OPRM1-OPRD1 heterodimerization agonism; P35372+P41143; cells, luminescence; activation, % at 9.3 µM; 0.3% of 340,000 active; in the data active = activation above about 18%;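 note: 0% = vehicle-treated cells and 100% = reference agonist; values of inactives mirror those of a sister screen read the other way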
MOR-DOR inv ag: inverse agonists of human mu-delta opioid receptor heterodimerization; P35372+P41143; cell-based MOR-DOR heterodimer luminescence, inverse agonism; inhibition, % at 9.3 µM; 0.21% of 340,000 active; AID 504357; in the data active = inhibition above about 22%, passing the limit was not always enough;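 note: 0% = cells with DMSO and 100% = wells without cells with DMSO; values of inactives mirror those of a sister screen read the other way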
PKA-R1A activ: activates the PKA-R1A holoenzyme complex; P00514+P68181; PKA-R1A dissociation, Cy5-IP20 fluorescence polarization; scaled: DMSO 0%, 113 µM cGMP 100%; activation, % at 11.4 µM; 0.083% of 340,000 active;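 active = percent activation above the mean of all tested compounds plus 3 SD, cut at about 19% in these data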;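 note: higher means more PKAc released from R1A so a rise in polarization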
Tat transport: inhibitors of E. coli Tat protein transport | E. coli MC4100 TorA-mCherry Tat export, fluorescence | AID 488895 | 0.036% of 340,000 active | inhibition, % at 10 µM;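 active = mean replicate inhibition at least 50% and at least half of replicates individually reaching 50%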;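 note: exported cargo escapes ClpAP degradation while cytoplasmic cargo is degraded and loses fluorescence; 0% = median of neutral control wells and 100% = median of NaSCN control wells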
Numbers without * were called inactive; . = no result given.

#1 O=C(Cc1ccc(S(=O)(=O)N2CCOCC2)s1)Nc1cc(C(F)(F)F)cc(C(F)(F)F)c1
#2 Cc1sc(NC(=O)CN(Cc2ccc(F)cc2)C(=O)C(C)(C)C)c(C(N)=O)c1C
#3 CCN1CCN(C(CNS(=O)(=O)c2ccc(OC)c(C)c2)c2cccnc2)CC1 (centres undefined)
#4 O=C(Nc1ccc(S(=O)(=O)Nc2ccccc2F)cc1)N1CCCCC1
#5 CN(C)S(=O)(=O)c1ccc(N2CCCC2)c(C(=O)NCC(=O)Nc2ccc(F)c(F)c2)c1
#6 CCS(=O)(=O)c1nc(S(=O)(=O)c2ccc(C)cc2)c(N2CC(C)CC(C)C2)s1 (centres undefined)
#7 O=C(Cn1c(=O)sc2ccccc21)Nc1ccccc1C(=O)O
#8 Cc1ccc(S(=O)(=O)NN2Cc3ccccc3C2=N)cc1
compound no.	1	2	3	4	5	6	7	8
DSG3 Ab inh	107	105	88	.	102	98	71	78
phage Ecoli inh	3.9	2.4	0.2	0.4	1.6	2.5	1.9	1.5
PfHsp90 set2	-23	3	-14	-7	14	-2	-2	-4
SUMO Mot1 rescue	-3	2	4	-12	-27	11	50	-3
E coli growth	0.3	-0.8	1.3	2.4	-2.5	-0.1	-1.1	-0.3
Arrestin-AP2 inh	5	.	-7	7	-1	2	-15	-2
AddAB inh	1.9	1.7	-0.6	-0.2	-3.1	1.5	2.0	-0.2
MOR-DOR ag	-3.3	0.8	-2.6	-2.2	-3.2	-0.9	-3.2	-1.0
MOR-DOR inv ag	14	-6	11	12	13	5	20	5
PKA-R1A activ	-9	-8	-8	-3	-4	-4	16	-12
Tat transport	-2	8	-7	4	-2	14	4	18

#9 CN(C)C(CNC(=O)CCC(=O)c1ccc(Br)cc1)c1ccccc1 (centres undefined)
#10 Cc1ccnc(Sc2nc3c(c(=O)[nH]c(=O)n3C)n2CCCc2ccccc2)n1
#11 COC(=O)c1ccc(N=NN2CCCCCC2)cc1
#12 CC(=O)NC(c1ccc(C)cc1)c1cc([N+](=O)[O-])c2cccnc2c1O (centres undefined)
#13 CN(C)S(=O)(=O)Oc1cccc(C(=O)Nc2cccc(Cl)c2)c1
#14 CC(=O)Nc1ccc(NC(=O)C(C)Sc2n[nH]c(-c3cccs3)n2)cc1 (centres undefined)
#15 CCCCc1cc(-c2n[nH]c(=S)o2)c2ccccc2n1
#16 CC(=O)NC(c1ccc(C(C)C)cc1)c1c(O)ccc2ccccc12 (centres undefined)
compound no.	9	10	11	12	13	14	15	16
DSG3 Ab inh	97	104	82	92	104	100	98	97
phage Ecoli inh	0.2	4.6	4.8	1.4	0.3	0.3	0.9	0.2
PfHsp90 set2	-42	9	24	-17	.	.	3	.
SUMO Mot1 rescue	17	38	-5	-13	-1	-20	20	-12
E coli growth	0.2	1.0	-0.6	1.1	-1.5	-0.3	-2.2	0.7
Arrestin-AP2 inh	-2	-2	0	4	-5	12	-10	1
AddAB inh	-0.1	2.0	2.6	1.2	0.5	2.8	-1.4	6.6
MOR-DOR ag	8.2	-0.8	-1.9	0.6	2.6	-3.8	-2.2	.
MOR-DOR inv ag	-37	4	10	-4	-14	15	11	.
PKA-R1A activ	-1	-9	-10	-12	0	-7	0	.
Tat transport	-6	2	1	-9	0	6	-1	.

Arranged by formula weight (low to high): part of the list above
#11 COC(=O)c1ccc(N=NN2CCCCCC2)cc1
#15 CCCCc1cc(-c2n[nH]c(=S)o2)c2ccccc2n1
#16 CC(=O)NC(c1ccc(C(C)C)cc1)c1c(O)ccc2ccccc12 (centres undefined)
#14 CC(=O)Nc1ccc(NC(=O)C(C)Sc2n[nH]c(-c3cccs3)n2)cc1 (centres undefined)
#9 CN(C)C(CNC(=O)CCC(=O)c1ccc(Br)cc1)c1ccccc1 (centres undefined)
compound no.	11	15	16	14	9
DSG3 Ab inh	82	98	97	100	97
phage Ecoli inh	4.8	0.9	0.2	0.3	0.2
PfHsp90 set2	24	3	.	.	-42
SUMO Mot1 rescue	-5	20	-12	-20	17
E coli growth	-0.6	-2.2	0.7	-0.3	0.2
Arrestin-AP2 inh	0	-10	1	12	-2
AddAB inh	2.6	-1.4	6.6	2.8	-0.1
MOR-DOR ag	-1.9	-2.2	.	-3.8	8.2
MOR-DOR inv ag	10	11	.	15	-37
PKA-R1A activ	-10	0	.	-7	-1
Tat transport	1	-1	.	6	-6

Additional structures:
#17 COc1ccccc1C(=O)Nc1ccc(Br)cc1C
#18 CN(C)c1ccc(C(=O)OCC(=O)NCCC2=CCCCC2)cc1
#19 COc1ccc(OC)c(/C=C/C(=O)c2ccc(Cl)cc2)c1
#20 CN(C(=O)COc1ccc2c(-c3ccccc3)cc(=O)oc2c1)C1CCS(=O)(=O)C1 (centres undefined)
#21 COc1cc2oc(=O)ccc2c(OC)c1CC(O)C(C)(C)O (centres undefined)
#22 CCOc1cccc(C(=O)NC(c2ccccc2)C(C)C)c1 (centres undefined)
#23 COc1ccc(C(=O)N/C(=C\c2ccccc2)C(=O)Nc2ccc(C(=O)NCC(=O)O)cc2)cc1
#24 CCCNC(=O)c1c(NC(=O)C2COc3ccccc3O2)sc2c1CCCC2 (centres undefined)
compound no.	17	18	19	20	21	22	23	24
DSG3 Ab inh	94	98	99	99	104	108	95	104
phage Ecoli inh	1.3	-4.1	1.0	2.6	0.2	2.2	1.0	1.5
PfHsp90 set2	5	-25	-6	-29	-4	.	10	-3
SUMO Mot1 rescue	2	18	321	-13	-20	-6	11	.
E coli growth	1.1	-3.2	0.2	-1.7	-4.3	-1.4	1.7	-1.1
Arrestin-AP2 inh	-9	-4	1	-5	9	-5	11	-2
AddAB inh	3.3	1.6	-0.9	-0.1	-0.4	-0.7	-2.1	2.9
MOR-DOR ag	1.2	-1.3	2.3	-4.2	-0.8	2.9	-1.1	-2.7
MOR-DOR inv ag	-5	6	-12	21	4	-15	5	15
PKA-R1A activ	2	-4	-10	-6	4	3	-8	4
Tat transport	-2	2	10	-5	-11	-17	2	2

#25 CC1(O)CC(c2ccc(Cl)cc2)=NN1C(=O)c1ccc([N+](=O)[O-])cc1 (centres undefined)
#26 COC(=O)C1CCN(C(=O)CN2C(=O)NC3(CCC(C)CC3)C2=O)CC1 (centres undefined)
#27 Clc1ccc(/C=C\c2nccc3c2[nH]c2ccccc23)cc1
#28 Cc1ccc(NS(=O)(=O)c2c(C)[nH]c(=O)[nH]c2=O)c(C)c1
#29 COc1ccccc1Nc1nc(-c2sc(NC(=O)c3ccco3)nc2C)cs1
#30 c1ccc2c(OCCCCN3CCOCC3)cccc2c1
#31 CCc1nccn1CCC(=O)N1CCCC(Nc2ccc(C(C)C)cc2)C1 (centres undefined)
#32 CC(C)(CNC(=O)CC1C(=O)NCCN1Cc1cccc(F)c1F)N1CCOCC1 (centres undefined)
compound no.	25	26	27	28	29	30	31	32
DSG3 Ab inh	98	90	97	96	.	100	104	102
phage Ecoli inh	5.2	3.3	2.0	-0.1	2.9	2.5	0.3	0.6
PfHsp90 set2	-109	20	-13	-4	-5	-3	36	5
SUMO Mot1 rescue	-9	-15	.	-18	-18	0	-9	-7
E coli growth	3.3	-2.8	.	.	-2.7	0.9	0.2	-1.6
Arrestin-AP2 inh	32	7	-12	-6	8	29	22	7
AddAB inh	0.9	-1.6	.	.	2.1	5.7	0.8	3.2
MOR-DOR ag	1.5	-0.2	9.1	1.0	-1.2	-1.1	-3.5	-3.0
MOR-DOR inv ag	-9	1	-47	-5	7	5	19	17
PKA-R1A activ	-9	2	3	1	17	-1	-6	4
Tat transport	0	2	2	0	-4	-2	1	0

#33 CC(Oc1ccc(Cl)cc1)C(=O)Nc1nccs1 (centres undefined)
#34 CC1Cc2ccccc2N1S(=O)(=O)c1cccc(C(=O)OCC(=O)N2CCOCC2)c1 (centres undefined)
#35 COc1ccc(CNC(=O)CNC(=O)c2sc3ccccc3c2Cl)cc1OC
#36 CCCCNC(=O)Nc1ccnn1C1CCCCC1
#37 c1ccc(CSc2nnc(-c3ccccn3)n2-c2ccccc2)cc1
#38 COc1ccc(CNCc2ccc(C)cc2)c(OC)c1
#39 Cc1ccccc1Nc1nnc(SCC(=O)Nc2ncc(C(F)(F)F)cc2Cl)s1
#40 NC(N)=NCCCC(NC(=O)c1ccccc1)C(=O)Nc1ccc([N+](=O)[O-])cc1 (centres undefined)
#41 CS(=O)(=O)Nc1ccc(C2=NN(S(=O)(=O)c3ccc(F)cc3)C(c3ccco3)C2)cc1 (centres undefined)
compound no.	33	34	35	36	37	38	39	40	41
DSG3 Ab inh	109	.	93	107	96	101	100	114	113
phage Ecoli inh	1.2	3.3	1.6	3.0	3.0	-2.0	4.0	1.3	4.1
PfHsp90 set2	.	16	19	-13	8	14	-50	-15	-7
SUMO Mot1 rescue	7	1	16	-11	-22	99	-6	-8	-10
E coli growth	-1.1	-1.3	-0.1	-1.7	3.0	-1.1	2.8	0.9	0.7
Arrestin-AP2 inh	5	-5	16	5	5	33	8	-1	18
AddAB inh	4.3	-1.9	0.0	2.2	1.7	3.7	0.7	1.6	1.6
MOR-DOR ag	-0.9	-2.3	-0.3	-2.2	-1.7	-0.8	1.1	-0.2	-1.6
MOR-DOR inv ag	5	11	2	13	9	4	-8	1	8
PKA-R1A activ	2	-6	3	-12	-2	-2	-13	-3	-20
Tat transport	0	-5	3	-3	-2	-7	2	-6	1
